Bioassay records deposited in PubChem BioAssay by National Center for Advancing Translational Sciences (NCATS).
TRHR agonist = agonists of human TRH receptor; TRHR cells, calcium flux fluo-8, FDSS agonist mode; activation, % at 2 µM; 360,000 compounds, 0.18% hits; AID 493084; in the data active means activation above about 30%; further: 0% is about no effect
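Read-out: compound-evoked intracellular calcium rise in TRHR cells, fluo-8 dye, kinetic FDSS fluorescence at 1 s/cycle following a 10-cycle baseline. Cells cultured overnight before dye loading (30 min–1.5 h, RT).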
Pin1 inh = inhibitors of human Pin1 | Q13526 | Pin1 FP peptide displacement, HiFluor488, 10 min | Potency, µM (doses to about 115 µM), for the others: at the top dose activity, negative = inhibition, actives largely listed as inhibitors | 390,000 compounds, 0.009% hits; active means well fitted inhibition curve with a large enough effect in the polarisation, with a control signal flat, not every such curve was filed as active; inconclusive means small, poorly fitted or top-dose-only effect, or effect the other way, or a change in a side signal; inactive means no such curve, though single readings can be large or run the other way; the % refers to the polarisation; further: potency means the concentration at half of the fitted maximal effect; on the % scale 0 is the no-effect control and ±100 the full control effect
TrxR1 substrate = substrates of rat thioredoxin reductase 1 | 390,000 compounds, 0.01% hits | purified TrxR1 substrate turnover, NADPH consumption readout | Potency, µM (titrated, usually from 114 µM), without a hit: top-dose activity change, negative = substrate turnover; further: potency means the concentration at half of the fitted maximal effect; on the % scale 0 is the no-effect control and ±100 the full control effect; nearly all actives have a fitted effect of over 50% in size
Target sequence (O89049 whole entry, looked up): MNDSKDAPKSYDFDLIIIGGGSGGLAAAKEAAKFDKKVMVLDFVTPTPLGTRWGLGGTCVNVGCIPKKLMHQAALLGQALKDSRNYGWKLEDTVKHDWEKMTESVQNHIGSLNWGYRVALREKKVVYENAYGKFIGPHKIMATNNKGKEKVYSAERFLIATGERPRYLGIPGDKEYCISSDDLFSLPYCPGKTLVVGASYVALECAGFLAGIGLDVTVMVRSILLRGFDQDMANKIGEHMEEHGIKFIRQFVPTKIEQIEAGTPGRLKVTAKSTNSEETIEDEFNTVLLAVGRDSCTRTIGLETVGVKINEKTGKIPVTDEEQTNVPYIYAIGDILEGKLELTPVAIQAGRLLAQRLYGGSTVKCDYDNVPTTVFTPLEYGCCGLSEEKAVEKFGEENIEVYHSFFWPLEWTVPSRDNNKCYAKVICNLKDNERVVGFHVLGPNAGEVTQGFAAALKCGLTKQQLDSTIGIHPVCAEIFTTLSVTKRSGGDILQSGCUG
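Rat TrxR1, dispensed at 90 nM, was prereduced with 400 uM NADPH (final) for 5 min at ~22 deg C, then incubated with compound 15 min before 400 uM selenite. A first-read NADPH fluorescence drop versus no-compound background flagged substrates.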
D2 agonist = D2 dopamine receptor (human) agonism | 340,000 compounds, 0.53% hits | HEK293 T-REx D2 cells, calcium flux agonist mode | activation, % at 2 µM | AID 485358;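 active means activation over 3 SD above normal in the single-dose calcium agonist read, cut at about 30% in these data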; further: 0% is about no effect
Target sequence (P14416 whole entry, looked up): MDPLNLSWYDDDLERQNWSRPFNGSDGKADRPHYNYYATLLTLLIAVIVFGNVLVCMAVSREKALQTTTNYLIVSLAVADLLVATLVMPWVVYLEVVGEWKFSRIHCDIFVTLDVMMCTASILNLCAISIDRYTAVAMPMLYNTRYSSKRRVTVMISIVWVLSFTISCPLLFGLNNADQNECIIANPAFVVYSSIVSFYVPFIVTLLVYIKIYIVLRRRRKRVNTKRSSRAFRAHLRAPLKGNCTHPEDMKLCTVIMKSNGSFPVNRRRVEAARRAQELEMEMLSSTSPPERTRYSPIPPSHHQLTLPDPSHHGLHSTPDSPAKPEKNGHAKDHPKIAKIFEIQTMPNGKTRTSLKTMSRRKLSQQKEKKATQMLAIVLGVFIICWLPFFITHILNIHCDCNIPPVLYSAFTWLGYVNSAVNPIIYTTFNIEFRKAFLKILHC
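Tetracycline-induced HEK293 Trex cells with D2 receptor force-coupled to calcium signaling, plated overnight at 30 C and loaded with no-wash calcium dye. Calcium flux read kinetically for 180 s after compound addition; responses flag agonists.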
USP1-UAF1 inh = blocks the human USP1/UAF1 deubiquitinase complex; O94782; recombinant USP1/UAF1, Ub-Rhodamine cleavage fluorescence; Potency, µM (doses to about 57.1 µM), for the others: at the top dose activity change, negative = inhibition, actives largely listed as inhibitors; 390,000 compounds, 0.23% hits; AID 743255; further: potency means the concentration at half of the fitted maximal effect; on the % scale 0 is the no-effect control and ±100 the full control effect; nearly all actives have a fitted effect of over 60% in size; inactives centre near -12
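1 nM enzyme complex + cpd, 15 min RT; start with Ub-Rho 150nM final; kinetic fluorescence ex 480/em 540, 6 reads q60 s. Buffer 50mM HEPES pH 7.8, 0.5mM EDTA, 0.1 mg/ml BSA, 1mM TCEP, 0.01% Tween-20.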
IDH1 R132H inh = inhibitors of human mutant IDH1 R132H. Potency, µM (top dose mostly 76.6 µM), for the others: at the highest dose activity change, negative = inhibition, most hits filed as inhibitors. IDH1-R132H enzyme, NADPH consumption, diaphorase/resazurin fluorescence. O75874. 390,000 compounds, 0.093% hits; further: potency means the concentration at half of the fitted maximal effect; on the % scale 0 is the no-effect control and ±100 the full control effect; nearly all actives have a fitted effect of over 65% in size
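IDH1-R132H (0.5 ug/mL) preincubated 30 min with compound, then NADPH (0.016 mM) and alpha-KG (2 mM) added; 80 min at RT, pH 7.5. Remaining NADPH coupled via diaphorase/resazurin to fluorescence (540/590 nm); concentration-response curves normalized to no-enzyme control.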
TrxR1 inh = blocks rat thioredoxin reductase 1; O89049; recombinant rTrxR1, NADPH fluorescence consumption, selenite substrate; Potency, µM (series often up to 114 µM), for the others: top-dose activity change, negative = inhibition, hits mostly inhibitors; 390,000 compounds, 1% hits; AID 588453; further: potency means the concentration at half of the fitted maximal effect; on the % scale 0 is the no-effect control and ±100 the full control effect; nearly all actives have a fitted effect of over 65% in size
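Rat TrxR1 (90 nM in the dispensed reagent) was pre-reduced with 400 uM NADPH for 5 min at room temperature, then incubated with compound for 15 min. After 400 uM selenite was added, NADPH fluorescence (Ex 340/Em 450 nm) was followed for 8 min.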
TRHR enhancer = allosteric enhancers of human TRH receptor; TRHR cells, fluo-8 calcium fluorescence, EC20 TRH enhancement; 360,000 compounds, 0.66% hits; AID 493056; P34981; enhancement, % at 2 µM; in the data active means enhancement above about 30%; further: 0% is about no effect
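TRHR-expressing cells loaded with fluo-8 calcium dye were read kinetically (ex 480/em 530) during compound addition, then stimulated with an EC20 of TRH (10 nM final). Enhancement of the Gq-mediated intracellular calcium response was scored.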
D2 antag = antagonists of human D2 dopamine receptor; HEK293 TREx D2 cells, calcium flux, dopamine EC80; inhibition, % at 10 µM; AID 485344; 340,000 compounds, 2% hits; P14416; in the data active means inhibition above about 30%; further: 0% is about no effect
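Read-out: kinetic calcium fluorescence (1 cycle/s) in inducible HEK293 T-REx D2 cells after an EC80 dopamine addition that followed 180 s compound preincubation. Loss of the dopamine response indicates antagonism.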
Numbers without * were called inactive; ? = inconclusive; nt = not tested or not shown; [ ] = dose if it differs, or a comment. Unless noted, the call rests on the fitted dose curve; in most records, active means well fitted inhibition curve with a large enough effect; inconclusive means small, poorly fitted or top-dose-only effect; inactive means no such curve, though single readings can be large or run the other way. Some of the compounds tested. The share of hits here may be higher or lower than overall.

1	O=C(COc1ccccc1Cl)OCc1cc(=O)n2nc(C3CC3)sc2n1
2	COc1ccc(Nc2cc(Nc3cccc(OC)c3)ncn2)cc1
3	O=C(O)Cc1ccc(NC(=O)Cc2ccc3ccccc3c2)cc1
4	COc1ccc(Sc2nc(-c3ccccn3)ncc2OC)cc1
5	COc1ccc(CNC(=O)c2cc(C3CC3)nc3c2cnn3C(C)C)cc1
6	Oc1ccc(/C(Cc2ccccn2)=N\Nc2ccccc2)c(O)c1
7	CCCOc1ccc(-c2nn(-c3ccccc3)cc2C2NC(=O)NC(C)=C2C(=O)OC(C)C)cc1 (stereo not drawn)
8	CCOc1cc(/C=N/NC(=O)c2ccccc2-n2cccc2)ccc1O

assay / compound,1,2,3,4,5,6,7,8
TRHR agonist,-0.2,-1.3,0.7,-0.6,-0.6,-0.4,0.6,-1.7
Pin1 inh,-2%,7%,0%,7%,23%,-12%,3%,-4%
TrxR1 substrate,0%[57.1 µM],7%[57.1 µM],-4%,-4%,3%,-10%[57.1 µM],-12%,-8%
D2 agonist,0.6,-2.9,-0.1,1.6,0.4,-0.1,0.1,-0.2
USP1-UAF1 inh,-7%,-6%,-19%,-9%,-6%,-9%,-28%,-22%
IDH1 R132H inh,2%,-1%,-8%,3%,16%,4%,?,-2%
TrxR1 inh,-4%[57.1 µM],15%[57.1 µM],-6%,6%,3%,-3%[57.1 µM],1%,12%
TRHR enhancer,20,-1,2,-5,43*,-1,4,-8
D2 antag,nt,-7,0,8,-17,-20,nt,8

9	CC(C)(C)Nc1nc(Cl)nc(NC(C)(C)C)n1
10	CCOc1ccccc1C(=O)n1nc2nc(C)cc(C)c2c1N
11	CC(=O)c1c(C)[nH]c(C(=O)CSc2nc3ccccc3c(=O)n2CCCN2CCOCC2)c1C
12	O=C(NC1CCCCC1)C1CC(=O)N(CCc2ccccc2)C1 (stereo not drawn)
13	COc1ccc(N2CCN(C3CCCN(C(=O)CN4CCCC4=O)C3)CC2)cc1 (stereo not drawn)
14	Cc1ccc(C(=O)N2CCC3(CC2)Oc2ccc(Cl)cc2C(=O)C32CC(c3ccc(Cl)cc3)=NO2)s1 (stereo not drawn)
15	O=C(NCc1cccc(Cl)c1)C1CCN(c2nn3cc(-c4ccc(F)cc4)nc3s2)CC1
16	Cn1cccc1C(=O)OCC(=O)NCc1ccc2c(c1)OCO2

assay / compound,9,10,11,12,13,14,15,16
TRHR agonist,0.1,-0.4,-0.7,-0.9,0.3,0.1,1.2,-0.1
Pin1 inh,0%,-6%,-4%,-3%,-5%,10%,-4%,-1%
TrxR1 substrate,-6%,3%[57.1 µM],7%,6%,3%,2%,-4%[57.1 µM],0%
D2 agonist,-0.3,1.4,-0.4,nt,0.8,-0.6,0.0,-1.6
USP1-UAF1 inh,-6%,-2%,-7%,-14%,-25%,?,-6%,-25%
IDH1 R132H inh,2%,8%,5%,0%,23%,-19%[38.3 µM],-9%,1%
TrxR1 inh,-11%,2%[57.1 µM],26%,11%,6%,28%,17%[57.1 µM],20%
TRHR enhancer,4,7,-8,5,2,0,-6,1
D2 antag,0,18,-18,nt,-8,20,nt,6

17	Cc1n[nH]c(C)c1Sc1ccccc1[N+](=O)[O-]
18	O=c1c2ccccc2nnn1CSc1nc2cc(Cl)ccc2c(=O)n1Cc1ccco1
19	Cc1ccc(N2C(=O)c3ccccc3C2=O)nc1
20	Cc1ccc(N2CC(C)Cn3c2nc2c3c(=O)n(CC(=O)OCc3ccccc3)c(=O)n2C)cc1C (stereo not drawn)
21	COC(=O)CSc1nc(SCc2ccccc2Cl)nc2c1CCCC2
22	CCOCCCNc1nc2c(S(=O)(=O)c3ccc(CC)cc3)nnn2c2ccc(Cl)cc12
23	COc1ccccc1C(=O)Nc1ccc(NC(=O)c2cccs2)cc1
24	O=C(O)CSc1nnc(-c2ccc(O)cc2)o1

assay / compound,17,18,19,20,21,22,23,24
TRHR agonist,-0.7,nt,0.7,0.2,1.6,0.7,-0.3,-1.1
Pin1 inh,-3%,-7%,-6%,?,6%,8%,3%,1%
TrxR1 substrate,3%[57.1 µM],16%,-7%,9%,-7%,125%[activator],-7%,-2%
D2 agonist,-3.4,nt,-1.6,0.1,0.4,0.4,nt,-0.1
USP1-UAF1 inh,-12%,-15%,-6%,-7%,-12%,-19%,-12%,-14%
IDH1 R132H inh,3%,4%,-10%,6%,-1%,-6%,0%,0%
TrxR1 inh,26%[57.1 µM],10%,16%,22%,8%,110%[activator],-6%,10%
TRHR enhancer,2,nt,-1,-2,-7,-1,0,-4
D2 antag,9,nt,-8,-10,8,nt,nt,nt

25	N#Cc1c(N)c(C(=O)c2ccc(Cl)cc2)n2c1CCC2
26	CCN(C(=S)NC(=O)CCc1ccccc1)c1ccccc1
27	CCC(Sc1nnc(C)n2c1cc1occc12)C(=O)Nc1ccccc1OC (stereo not drawn)
28	O=C(Cc1ccc(F)cc1)N1CCC2(CC1)NCCc1[nH]cnc12
29	O=C(NCCc1ccccc1)c1nc2ncccn2n1
30	O=C1CCCN1CCC12CC3CC(CC(C3)C1)C2
31	CCCC(C(=O)NCC1CCCO1)N(Cc1ccccc1)C(=O)CNS(=O)(=O)c1ccccc1 (stereo not drawn)
32	CCn1c(CNc2ccc(Cl)cc2)nnc1SCC(=O)NCc1ccccc1

assay / compound,25,26,27,28,29,30,31,32
TRHR agonist,-1.7,-0.3,0.2,0.4,-0.4,0.8,0.2,-1.2
Pin1 inh,-4%,-1%,2%,4%,1%,-4%,-9%,2%
TrxR1 substrate,3%[57.1 µM],-11%,1%,-3%,15%[57.1 µM],1%,1%[57.1 µM],-8%
D2 agonist,-0.6,0.1,-1.4,0.2,-1.3,nt,1.9,nt
USP1-UAF1 inh,-13%,-11%,-6%,-8%,-5%,-25%,-10%,-16%
IDH1 R132H inh,0%,1%,0%,0%,2%,-9%,-2%,4%
TrxR1 inh,2%[57.1 µM],-19%,14%,8%,17%,18%,4%[57.1 µM],-10%
TRHR enhancer,-1,1,-2,-7,-3,20,-6,0
D2 antag,-13,-5,nt,22,-25,nt,1,nt

33	CC(C)Cn1c(N)c(C(=O)COC(=O)C2Cc3ccccc3CN2S(C)(=O)=O)c(=O)n(C)c1=O (stereo not drawn)
34	CC(Cc1cccs1)NC(=O)c1cccc(Cl)c1 (stereo not drawn)
35	CCC(C)Sc1ccc([C@@H]2[C@@H]3C(=O)N(C)C(=O)[C@@H]3[C@]3(C(=O)OC)CCCCN23)cc1OC (stereo partly drawn)
36	CC(=O)Nc1ccc(NC(=O)C(C)Sc2n[nH]c(=O)n2Cc2ccccc2)cc1 (stereo not drawn)
37	CC1CCCN(C(=O)Cn2ncc3c([nH]c4ccccc43)c2=O)C1 (stereo not drawn)
38	O=C(Nc1ccccc1)c1ccc(Br)c(S(=O)(=O)Nc2ccccn2)c1
39	Cc1ccc2c(c1)c1c(c(=O)n(Cc3ccccc3)c(=O)n1Cc1cccc(C(F)(F)F)c1)n2C
40	CCN(CC)S(=O)(=O)c1ccc(-c2nnc(SCC(=O)Nc3ccc4c(c3)OCO4)o2)cc1
41	COc1ccc2nc3cccc(OC)c3nc2c1
42	Cc1cc2c(cc1S(=O)(=O)Nc1c(C)cccc1C)n(C)c(=O)c(=O)n2C

assay / compound,33,34,35,36,37,38,39,40,41,42
TRHR agonist,0.2,-0.5,-0.2,1.2,0.7,0.8,0.4,0.2,5.9,0.0
Pin1 inh,0%,0%,?,-6%,0%,18%,-8%,4%,-27%,-2%
TrxR1 substrate,-16%,6%,-6%,0%,5%,-6%,10%,9%,-5%,6%
D2 agonist,0.2,-0.2,-0.3,0.1,-0.4,0.1,1.0,-0.3,0.4,1.1
USP1-UAF1 inh,-5%,-13%,-10%,-6%,-7%,-15%,-20%,-29%,?,-16%
IDH1 R132H inh,-6%,7%,35µM*,-2%,-5%,4%,13%,-2%,5%,-1%
TrxR1 inh,-13%,24%,?,8%,10%,-7%,17%,21%,18%,32%
TRHR enhancer,6,1,8,-5,7,-5,6,4,4,3
D2 antag,-10,-3,-3,-9,nt,0,nt,-4,-16,11
